Bioassay records as filed in PubChem BioAssay.
CASP6 VEID inh = inhibitors of human caspase-6; P55212; purified caspase-6, Z-VEID-R110 cleavage fluorescence; inhibition, % at 12.5 µM; hit rate 0.53% among 350,000; AID 686996;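 active = mean inhibition across replicates at least about 35%, with every replicate also reaching that limit, limit read from the data; inconclusive = only one of the two criteria met; inactive = neither criterion met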;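 note: 0% = median of neutral control wells and 100% = no fluorescence left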
esBAF inh = blocks esBAF chromatin remodeling in mouse ES cells; reporter increase, % at 12.5 µM; hit rate 2% among 350,000; Bmi1-luciferase knock-in reporter, 24 h; 100% = twice the neutral-well signal; in the data active = activation above about 40%; inconclusive = no clear call, values can overlap the other calls;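 note: 0% = median of the plate's neutral control wells and 100% = double that signal; a rise in the Bmi1 reporter signal indicates esBAF inhibition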
ARNT TACC3 PPI = disruptors of human ARNT/TACC3 interaction; Q9Y6A5; AlphaScreen His-ARNT PAS-B/GST-TACC3 binding, luminescence; TACC3 fragment carries E629A point mutation; inhibition, % at 9.99 µM; hit rate 0.66% among 390,000; AID 623870;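 active = mean inhibition of replicates at least 50% and at least half of replicates each reaching 50%; inconclusive = half or more replicates reach 50% but mean below 50%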;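 note: 0% = complete ARNT plus TACC3 wells and 100% = ARNT alone without TACC3; many hits fall short of the cut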
RAD54 inh = inhibitors of human RAD54 branch migration | inhibition, % at 10.4 µM | RAD54 Holliday junction branch migration, FAM/BHQ fluorescence | Q92698 | hit rate 0.14% among 360,000;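 active = mean normalized replicate activity at least 40 and at least half of replicates scoring 40 or more; inconclusive = only one of the two criteria met; inactive = mean below 40 and under half of replicates reaching 40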;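 note: 0% = median of neutral control wells and 100% = median of positive control wells; inhibitors cause a drop in the FAM fluorescence signal; in these data hits start at about 50%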
E-selectin induc = induces E-selectin expression in human endothelial cells; P16581; HUVEC E-selectin immunofluorescence imaging; normalized: neutral wells 0, TNF-alpha wells 100; activation, % at 7.58 µM; hit rate 0.37% among 260,000;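 active = mean E-selectin-positive cell signal at least 10% of the positive control, reached in at least 60% of replicates, without over 20% cell loss; inconclusive = no rule given, readout overlaps actives, possibly toxicity-flagged; inactive = the rest, including those meeting only one limit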;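 note: in these data hits start at about 27%; measured in HUVEC primary endothelial cells; signal is the percent of cells scored E-selectin positive by PE staining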
Target sequence (P16581 whole entry, looked up): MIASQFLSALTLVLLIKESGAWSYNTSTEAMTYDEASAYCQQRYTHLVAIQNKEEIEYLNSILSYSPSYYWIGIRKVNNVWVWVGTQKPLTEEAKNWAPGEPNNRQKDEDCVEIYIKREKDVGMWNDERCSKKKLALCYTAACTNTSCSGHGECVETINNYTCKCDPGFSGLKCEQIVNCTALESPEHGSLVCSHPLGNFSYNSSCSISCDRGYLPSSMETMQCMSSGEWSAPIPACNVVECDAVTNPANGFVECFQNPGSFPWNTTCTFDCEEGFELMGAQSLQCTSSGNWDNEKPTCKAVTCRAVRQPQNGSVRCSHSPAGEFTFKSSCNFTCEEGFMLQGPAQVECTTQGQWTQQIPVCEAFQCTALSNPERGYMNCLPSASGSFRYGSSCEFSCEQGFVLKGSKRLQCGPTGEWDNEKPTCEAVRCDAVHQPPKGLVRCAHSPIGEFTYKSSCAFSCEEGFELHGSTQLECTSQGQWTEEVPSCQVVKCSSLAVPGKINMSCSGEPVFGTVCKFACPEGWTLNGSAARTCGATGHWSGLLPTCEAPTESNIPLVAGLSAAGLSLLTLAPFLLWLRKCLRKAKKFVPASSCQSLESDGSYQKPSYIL
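System: HUVEC / Compound: single concentration / Signal: immunofluorescence imaging / Read-out: percent E-selectin-positive cells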
ERp5 block = blocks human ERp5 reductase activity on insulin | Q15084 | ERp5 insulin aggregation, absorbance 650 nm, 90 min | inhibition, % at 9.99 µM | hit rate 0.05% among 350,000 | AID 651711;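 active = mean replicate inhibition above about 25%, with every replicate also reaching it, limit read from the data, passing the limit was not always enough; inconclusive = only one of those two criteria met; inactive = neither criterion met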
PglD inh = inhibitors of Campylobacter jejuni PglD acetyltransferase; purified PglD enzyme, DTNB colorimetric CoA detection; hit rate 0.098% among 360,000; inhibition, % at 12.5 µM; in the data active = inhibition above about 16%, passing the limit was not always enough; inconclusive = no clear call, values can overlap the other calls; note: strong numbers were not always called active
RAD52 anneal inh = blocks human RAD52 DNA annealing | P43351 | recombinant RAD52 DNA annealing, FRET fluorescence | inhibition, % at 18.7 µM | hit rate 0.46% among 360,000 | AID 651710;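 active = every replicate showing at least 50% inhibition; inconclusive = mean inhibition at least 50% but not in every replicate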
Target sequence (P43351 whole entry, looked up): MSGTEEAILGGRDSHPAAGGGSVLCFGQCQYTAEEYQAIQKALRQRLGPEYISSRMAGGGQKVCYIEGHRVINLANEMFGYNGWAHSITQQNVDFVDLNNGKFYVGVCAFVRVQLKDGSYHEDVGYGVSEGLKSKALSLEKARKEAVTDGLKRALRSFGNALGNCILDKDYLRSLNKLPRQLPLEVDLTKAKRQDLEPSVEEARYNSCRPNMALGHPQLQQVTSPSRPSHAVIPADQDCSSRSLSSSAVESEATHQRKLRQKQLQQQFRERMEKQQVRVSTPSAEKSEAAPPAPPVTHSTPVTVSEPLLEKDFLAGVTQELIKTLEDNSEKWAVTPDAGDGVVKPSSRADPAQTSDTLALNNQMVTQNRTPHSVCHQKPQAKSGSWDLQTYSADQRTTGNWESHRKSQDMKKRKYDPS
* = called active by the depositor; ? = inconclusive; . = not tested or not shown.

Order of results: CASP6 VEID inh | esBAF inh | ARNT TACC3 PPI | RAD54 inh | E-selectin induc | ERp5 block | PglD inh | RAD52 anneal inh
> COc1ccc(CCNC(=O)c2c(O)c3cccc4c3n(c2=O)CC4)cc1
  . | -6.3 | -2.3 | -0.1 | . | . | -2.9 | .
> O=C(COc1ccccc1)NCC(=O)NC1=NCCS1
  . | -1.6 | -8.7 | 7.1 | . | . | 1.7 | .
> CC(Sc1cccc[n+]1[O-])c1ccccc1 (centres undefined)
  1.7 | -6.8 | -3.0 | 0.6 | . | -1.7 | -4.2 | 3.7
> COc1cc(OC)c(/C=N/N2CCN(c3ccccc3OC)CC2)c(OC)c1
  -0.2 | 7.5 | 1.1 | -2.4 | 0.1 | 2.3 | -5.5 | -14.8
> CCOC(=O)N1CCN(CC(O)COc2ccc(C)cc2C(C)(C)C)CC1 (centres undefined)
  5.5 | . | 14.3 | . | 0.5 | 4.8 | . | -2.3
> CCOC(=O)c1sc(N(Cc2ccccc2)C(=O)CCl)nc1C
  -0.3 | . | -7.1 | 3.1 | 1.5 | 3.9 | 0.4 | -4.6
> Cc1cc(C)cc(Cn2c3ccc(NC(=S)NC4CCCCC4)cc3c(=O)n2C)c1
  3.8 | 5.2 | . | -3.8 | -0.1 | -0.7 | 5.4 | -9.5
> C=CCNCc1ccccc1[N+](=O)[O-]
  -6.6 | 3.4 | -2.8 | -12.3 | 0.4 | -2.4 | 0.9 | -4.6
> CCc1cc2c(=O)nc3n(c2s1)Cc1ccccc1/C3=C(/O)c1ccc(F)cc1
  . | 2.3 | -2.0 | -12.4 | . | . | -0.1 | .
> O=C(COc1cccnc1[N+](=O)[O-])NCc1ccccc1
  -1.4 | 7.3 | -3.6 | -2.6 | 0.0 | -0.4 | 0.8 | -19.7
> O=C(Nc1ccccc1OC(=O)c1ccc(Cl)cc1)c1ccc(Cl)cc1
  1.0 | 65.0* | -27.8 | . | . | -0.9 | . | -15.4
> CCOC(=O)c1[nH]c2ccc(F)cc2c1N=C(C)N(CC)CC
  . | -8.3 | -3.0 | -5.0 | . | . | 3.6 | .
> CCCc1cc(=O)[nH]c2nnc(SCC(=O)N3CC(C)OC(C)C3)n12 (centres undefined)
  -0.2 | 4.5 | -8.5 | . | 0.7 | -1.0 | . | 6.0
> CCOc1ccccc1N1CCN(CC(=O)Nc2nnc(CC)s2)CC1
  . | 6.4 | -0.8 | 2.6 | . | . | 5.1 | .
> O=C(NCC(c1cccs1)N1CCOCC1)c1cc(S(=O)(=O)N2CCOCC2)ccc1F (centres undefined)
  1.1 | . | . | . | 2.1 | -3.9 | . | -15.3
> Cc1noc(C)c1NC(=O)N[C@@H]1C=C[C@H](CC(=O)N2CCCCC2)O[C@H]1CO
  -0.7 | -4.9 | 2.5 | 3.2 | 0.1 | -1.0 | -0.3 | 4.4
> OCC[C@@H]1C[C@H](O)[C@@H](O)[C@]2(OCc3ccc4ccccc4c32)O1
  1.4 | -5.7 | . | -13.6 | -0.7 | 4.9 | -1.9 | -2.2
> O=C(NCc1ccco1)c1cc([N+](=O)[O-])ccc1Cl
  -0.7 | . | -16.6 | . | . | -4.9 | . | -9.9
> COc1cc(O)c(C(CCN2CCCCC2)c2ccc(N(C)C)cc2)c(OC)c1 (centres undefined)
  -4.9 | -4.5 | 14.2 | -4.6 | 0.2 | 3.0 | 5.5 | 2.7
> CC(=O)Nc1ccc(S(=O)(=O)N2CCN(CC3CC4C=CC3C4)CC2)cc1 (centres undefined)
  3.6 | . | 26.0 | . | 1.2 | 0.1 | . | -15.8
> CC(=O)c1cnc2nc(SCc3ccccc3)nn2c1C
  1.9 | ? | 29.2 | -0.3 | . | -1.1 | -9.8 | -2.5
> N/C(Cn1cncn1)=N\OC(=O)c1ccc(Cl)cc1
  -1.5 | . | -5.7 | . | . | -0.2 | . | -10.3
> CNC[C@H]1Oc2ccc(NS(=O)(=O)c3ccc(F)cc3)cc2C(=O)N([C@@H](C)CO)C[C@H]1C
  0.3 | -4.9 | 2.3 | 7.2 | . | 8.9 | 0.6 | -2.0
> COc1ccc(S(=O)(=O)N(C)C[C@H]2Oc3ccc(NC(=O)Nc4ccccc4)cc3C(=O)N([C@@H](C)CO)C[C@H]2C)cc1
  0.3 | 3.1 | -1.7 | -1.5 | -0.1 | -2.0 | -2.2 | 14.5
> COc1cccc(CNC(=O)[C@H]2CCCN2C(=O)[C@H]2CCCN2C(=O)c2ccc(C)cc2)c1
  -2.7 | . | . | . | 0.2 | -0.7 | . | 7.5
> Cc1cccc(NC(=S)NNC(=O)c2cc3c(s2)CCC(C)C3)c1C (centres undefined)
  -0.7 | . | 11.0 | 9.3 | . | 1.1 | -0.4 | -7.5
> CCC1(CC)NC(=O)N(CC(=O)NC(=O)NCc2ccccc2)C1=O
  4.4 | -3.7 | -9.4 | -19.9 | -0.3 | -0.6 | -3.8 | -3.0
> C[C@H]1CN([C@@H](C)CO)C(=O)c2cc(/C=C/c3ccccc3)cnc2O[C@@H]1CN(C)C(=O)Nc1ccccc1F
  -0.1 | 5.0 | 16.9 | -0.8 | 0.3 | -2.7 | -6.9 | -0.8
> O=C(COc1ccc(Br)cc1Cl)NC1CCCCC1
  1.6 | . | -29.4 | . | 4.5 | -1.4 | . | 0.5
> COc1cccc(S(=O)(=O)N2CCCCN3[C@H](CO)[C@@H](c4ccc(C#CC(C)C)cc4)[C@H]3C2)c1
  -1.4 | . | 26.8 | -3.9 | -0.6 | -1.0 | -5.2 | 6.7

The listing continues:
Order of results: CASP6 VEID inh | esBAF inh | ARNT TACC3 PPI | RAD54 inh | E-selectin induc | ERp5 block | PglD inh | RAD52 anneal inh
> O=C(CSc1nc2ccc(Cl)cc2[nH]1)c1c[nH]c2ccccc12
  2.8 | 14.3 | -10.4 | -4.5 | . | -4.8 | 2.3 | -16.5
> CN(C)C(=S)Nc1nc2ccccc2s1
  1.3 | . | 2.8 | . | -0.6 | 2.4 | . | -6.6
> C[C@H](NC(=O)C[C@@H]1CC[C@@H](NC(=O)c2cccnc2)[C@H](CO)O1)c1ccccc1
  5.0 | 0.8 | -5.3 | -0.2 | -0.1 | -2.4 | -0.5 | -11.0
> CCN(c1ccccc1)S(=O)(=O)c1csc(C(N)=O)c1
  -0.2 | -2.0 | -7.4 | -9.1 | -0.2 | 0.8 | -0.4 | 0.0
> COc1ccc(NS(=O)(=O)c2cccc(C(=O)N3CCN(Cc4ccc5c(c4)OCO5)CC3)c2)cc1
  1.2 | 1.2 | 1.6 | -3.9 | -0.2 | -1.2 | -1.6 | -9.2
> Cn1c(N)c(-c2ccccc2)c2ccc([N+](=O)[O-])cc2c1=O
  3.3 | -0.7 | . | -6.4 | . | 1.9 | 0.8 | -6.5
> O=C(CSc1nnc(CNc2ccccc2)o1)N1CCN(C(=O)c2ccco2)CC1
  13.5 | 1.5 | 8.5 | -6.3 | . | -4.1 | 4.9 | -6.8
> Cc1ccc(C)c(NC(=O)COC(=O)c2ccc3c(c2)OCCO3)c1
  2.1 | -10.1 | 5.2 | -1.9 | 1.4 | 0.5 | 4.9 | -15.8
> CC(=O)C1=NN(c2ccccc2)C(c2cccs2)N1c1ccc(N(C)C)cc1 (centres undefined)
  . | 3.2 | 6.2 | 6.9 | . | . | 0.6 | .
> CCC(C(=O)NC1CCCC1)n1c(SCc2cccc(C)c2)nc2ccncc21 (centres undefined)
  1.7 | 11.0 | -0.6 | -8.8 | -1.1 | -0.3 | 1.0 | -10.4
> CCOc1cc(/C=N/Nc2ccc(C(=O)O)cc2)ccc1OC(=O)c1ccccc1C
  14.3 | . | -30.1 | . | . | ? | . | -2.8
> CC(C)Sc1oc(-c2ccco2)nc1S(=O)(=O)c1ccccc1
  8.6 | -1.2 | -1.0 | -6.0 | . | -0.4 | -2.3 | -36.7
> COc1ccc(S(=O)(=O)N(Cc2nc3ccccc3c(=O)[nH]2)C2CCCC2)cc1
  . | 3.8 | -0.8 | -4.0 | . | . | 1.9 | .
> O=C(CCn1c(=O)oc2ccccc21)Nc1cccc(Br)c1
  -0.1 | -10.5 | -0.7 | -13.8 | 0.0 | -5.5 | 5.2 | -19.6
> COc1ccc(CN(C)Cc2nc(Cc3cccc(F)c3)no2)c2cccnc12
  0.7 | . | 0.5 | . | . | -5.1 | . | -5.0
> Cc1ccc(Cl)cc1NC(=O)c1cc(S(=O)(=O)N2CCOCC2)cn1C
  1.7 | -5.7 | 1.3 | 5.5 | 0.1 | -0.3 | -3.8 | -12.7
> COC(=O)C1=C(C)NC(=O)CC1c1cc(Br)ccc1F (centres undefined)
  . | 3.4 | -5.2 | 2.8 | . | . | 3.5 | .
> CC(=O)N(C)C[C@@H]1Oc2ncc(C#C[C@@H](C)O)cc2C(=O)N([C@H](C)CO)C[C@H]1C
  1.5 | 8.0 | -3.3 | 9.8 | 0.1 | -3.6 | 4.0 | 2.9
> CCOC(=O)C1CCCN(C(=O)c2cccc(Cl)c2)CC1 (centres undefined)
  0.2 | -7.0 | . | -7.1 | -0.1 | -2.2 | 3.9 | -24.0
> O=C(Nc1nnc(C2CC2)s1)c1ccc(Cl)c(S(=O)(=O)N2CCc3ccccc3C2)c1
  -2.0 | . | 1.4 | . | . | 3.9 | . | -15.6
> O=C(Cc1ccncc1)N1CC(=O)N2[C@H](CO)[C@H](c3ccc(C4=CCCC4)cc3)[C@@H]2C1
  -0.4 | . | . | . | 0.2 | -1.0 | . | -12.4
> N#CCCN(C(=O)COC(=O)CNC(=O)c1cccs1)c1ccc(F)cc1
  -1.4 | 5.1 | -3.5 | . | -0.3 | 6.1 | . | 4.3
> CCCCN1C(=O)C(NC(C)=O)c2ccccc21 (centres undefined)
  . | -1.7 | -1.1 | 2.8 | . | . | 3.7 | .
> O=C(Nc1ccccc1C(=O)O)c1cc(S(=O)(=O)Nc2cccc(F)c2)ccc1Cl
  2.1 | -9.6 | 1.4 | -6.1 | . | -3.9 | 3.4 | 7.1
> Cc1ccc(S(=O)(=O)c2nc(NC3CCS(=O)(=O)C3)sc2Cl)cc1 (centres undefined)
  . | 2.4 | 0.9 | -6.0 | . | . | -0.8 | .
> O=C(/C=C/c1ccco1)N(Cc1cccc(Br)c1)C1CCS(=O)(=O)C1 (centres undefined)
  -3.4 | -6.1 | -0.5 | 7.7 | . | 0.9 | -3.3 | -13.9
> CC(C)N(C(=O)CSc1nc2ccccc2n1-c1ccccc1)C(C)C
  . | -8.1 | -0.9 | -9.0 | . | . | 5.6 | .
> COC(=O)CN1C(=O)C(C)(C)Oc2ccc(C(=O)NC3CCCC3)cc21
  0.0 | 6.2 | -5.4 | -0.4 | 0.6 | -5.0 | 2.0 | -11.5
> O=C(N[C@H](C(=O)N1CCC[C@H]1C(=O)NCCc1ccccc1Cl)c1ccccc1)c1ccccc1
  3.8 | . | . | . | -0.1 | -2.0 | . | 0.5
> CCC1(C)Cc2c(sc3nn[nH]c(=O)c23)CO1 (centres undefined)
  . | 0.4 | -24.1 | 0.8 | . | . | 3.5 | .
> O=C(CCS(=O)(=O)c1ccc(Cl)cc1)N1CCCc2ccccc21
  -1.6 | 16.4 | -6.4 | -1.6 | . | 4.8 | -4.1 | -158.3

Arranged by value in PglD inh (smallest number first): three of the compounds above.
molecule | PglD inh
COc1ccc(NS(=O)(=O)c2cccc(C(=O)N3CCN(Cc4ccc5c(c4)OCO5)CC3)c2)cc1 | -1.6
CCOC(=O)c1sc(N(Cc2ccccc2)C(=O)CCl)nc1C | 0.4
CCOC(=O)c1[nH]c2ccc(F)cc2c1N=C(C)N(CC)CC | 3.6
